dFosB activator: mouse delta FosB homodimer activation; actives 0.99% (n = 340,000); P13346; activation, % at 25 µM; purified delta FosB, TAMRA-CDK5 oligo fluorescence polarization; percent of positive-control signal above neutral wells;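 active = mean activation above about 17%, with every replicate also reaching it, limit read from the data, passing the limit was not always enough; inconclusive = only one of the two conditions met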;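 note: fluorescence polarization rise as delta FosB binds a TAMRA Cdk5 AP-1 oligo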
Target sequence (P13346 whole entry, looked up): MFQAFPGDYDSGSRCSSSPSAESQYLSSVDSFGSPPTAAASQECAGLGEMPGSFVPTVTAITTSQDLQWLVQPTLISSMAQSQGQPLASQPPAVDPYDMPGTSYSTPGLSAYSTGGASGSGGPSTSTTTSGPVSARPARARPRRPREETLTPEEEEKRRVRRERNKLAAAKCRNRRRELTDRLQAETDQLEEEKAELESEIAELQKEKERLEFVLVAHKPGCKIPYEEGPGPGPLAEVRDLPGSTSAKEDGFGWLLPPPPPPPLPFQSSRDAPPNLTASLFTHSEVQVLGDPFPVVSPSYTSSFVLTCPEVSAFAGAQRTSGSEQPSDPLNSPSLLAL
Wnt act: Wnt/beta-catenin pathway activation. Wnt/beta-catenin reporter cell assay, activator, plate reader. activation, % at 9.35 µM. actives 1.2% (n = 300,000); in the data active = activation above about 30%, passing the limit was not always enough; inconclusive = no clear call, values can overlap the other calls;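 note: 0% = neutral control wells and 100% = positive control wells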
CDK5 p35 inh: blocks human CDK5/p35 kinase activity; Q00535+Q15078; Recombinant CDK5/p35, ADP-Glo luminescence, 60 min; inhibition, % at 10 µM; actives 0.01% (n = 330,000);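 active = highest replicate inhibition of at least 50% and at least 75% of replicates reaching 50%; inconclusive = only one of the two criteria met; inactive = both criteria failed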;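 note: plate controls were DMSO neutral control for no effect and GW8510 at 10 µM for full effect; many of its hits are not listed in these tables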
Target sequence (Q00535 whole entry, looked up): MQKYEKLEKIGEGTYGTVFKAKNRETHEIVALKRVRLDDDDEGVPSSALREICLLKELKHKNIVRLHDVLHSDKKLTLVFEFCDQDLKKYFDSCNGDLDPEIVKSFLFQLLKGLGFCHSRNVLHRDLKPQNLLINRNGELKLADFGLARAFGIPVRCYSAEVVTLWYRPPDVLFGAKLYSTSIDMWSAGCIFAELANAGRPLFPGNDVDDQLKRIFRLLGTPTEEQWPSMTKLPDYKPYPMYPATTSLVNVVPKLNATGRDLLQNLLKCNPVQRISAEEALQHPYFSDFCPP
Target sequence (Q15078 whole entry, looked up): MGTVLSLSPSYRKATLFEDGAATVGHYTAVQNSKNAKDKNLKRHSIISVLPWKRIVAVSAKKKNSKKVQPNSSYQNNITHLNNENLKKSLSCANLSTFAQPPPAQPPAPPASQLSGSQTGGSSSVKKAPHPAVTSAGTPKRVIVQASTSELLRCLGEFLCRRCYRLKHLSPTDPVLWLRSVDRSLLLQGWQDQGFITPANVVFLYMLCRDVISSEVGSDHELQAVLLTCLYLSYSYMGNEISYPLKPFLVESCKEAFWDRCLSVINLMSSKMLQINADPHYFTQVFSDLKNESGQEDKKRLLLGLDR
cardiac RTF act: cardiac RTF calcium sensitization; P19429+P45379; IANBD-labeled TnC RTF fluorescence at EC20 calcium; 0% EC20 calcium, 100% full calcium; activation, % at 7.2 µM; actives 0.24% (n = 340,000);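 active = activation above the mean over all tested compounds plus 3 SD, cut at about 30% in these data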;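 note: rise in fluorescence read as greater calcium sensitivity of cardiac thin filaments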
V-ATPase pH: alters yeast V-ATPase proton transport; actives 0.37% (n = 350,000); response, % at 10 µM; S. cerevisiae, pHLuorin cytosolic pH fluorescence; in the data active = response mostly above about 7.3%, no sharp cut-off; inactive = mostly below about 5.4%; note: actives read high; inactives centre near 0; some compounds called inactive have numbers as strong as hits; reference of the scale not given here
Tat transport: inhibitors of E. coli Tat protein transport. E. coli MC4100 TorA-mCherry Tat export, fluorescence. inhibition, % at 10 µM. actives 0.036% (n = 340,000). AID 488895;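 active = mean replicate inhibition at least 50% and at least half of replicates individually reaching 50%; inconclusive = only one of the two criteria met; inactive = neither criterion met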;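 note: exported cargo escapes ClpAP degradation while cytoplasmic cargo is degraded and loses fluorescence; 0% = median of neutral control wells and 100% = median of NaSCN control wells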
CAL PDZ FP-1: human CAL PDZ-peptide interaction inhibition | Q9HD26 | purified CAL PDZ, TMR-peptide fluorescence polarization, 1 h | inhibition, % at 20 µM | actives 0.02% (n = 330,000) | AID 504414;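 active = highest replicate inhibition of at least 40%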;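 note: plate controls were DMSO neutral control wells for no effect and unlabeled competitor peptide control wells for full effect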
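System: purified tagged CAL PDZ domain construct (CerCALP). Schedule: 1 h incubation at room temperature before polarization reading. Medium: 25 mM sodium phosphate pH 7.4, 150 mM NaCl, TCEP, IgG, Thesit. Read-out: percent inhibition from loss of millipolarization. Measured by: FP readout, S and P plane fluorescence. Probe or stimulus: fluorescent TMR peptide probe.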
Rtt109 HAT inh: blocks Candida albicans Rtt109/Vps75 acetyltransferase activity; Q5AAJ8; purified Rtt109/Vps75, ThioGlo CoA-SH fluorescence, 4 h; inhibition, % at 34.9 µM; actives 0.16% (n = 330,000); AID 540336;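 active = inhibition of at least 50% in every replicate; inconclusive = best replicate reaches 50% inhibition but some replicates fall short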
MITF TRPM1 HTS: MITF TRPM1 promoter activation in melanoma cells; AID 588334; actives 0.75% (n = 300,000); activation, % at 12.5 µM; SK-MEL-5 TRPM1-promoter luciferase, 24 h; % of positive control, neutral wells = 0;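 active = mean activation of at least 80% with every replicate also reaching 80%; inconclusive = mean reaches 80% but some replicate falls short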;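 note: 0% = neutral control wells and 100% = parthenolide positive control wells; values of inactives mirror those of a sister screen read the other way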
CAL PDZ FP-2: CAL PDZ (human) peptide binding inhibition; Q9HD26; purified CAL PDZ, TMR-peptide fluorescence polarization, 1 h; inhibition, % at 24.9 µM; actives 0.92% (n = 300,000); AID 602252;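 active = mean inhibition of at least 30% with at least half of replicates also reaching 30%; inconclusive = no clear call, values can overlap the other calls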;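 note: 0% = DMSO neutral control and 100% = excess unlabeled competitor peptide PRC23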
Active calls of the source: *; ? = inconclusive; / = not tested or not shown.

SMILES	dFosB activator	Wnt act	CDK5 p35 inh	cardiac RTF act	V-ATPase pH	Tat transport	CAL PDZ FP-1	Rtt109 HAT inh	MITF TRPM1 HTS	CAL PDZ FP-2
O=C(CSc1nnc(-c2ccccc2)o1)N1CCCC1	4	9	-0.7	-3	-4	-2	-2.6	-7	?	-4
CCCc1cc(C(=O)NNC(=S)NCc2ccccc2)cs1	1	/	1.2	-6	-1	10	0.8	-3	-3	1
Cc1ccc(CN2CCN(Cc3cnc(N4CCOCC4)s3)CC2CCO)o1 (configuration not stated)	-3	1	-0.3	0	-1	-8	-1.0	/	-46	-8
COc1ccc(-n2c(SCC(=O)N(C)C3CCS(=O)(=O)C3)nc3ccc(O)cc3c2=O)cc1OC (configuration not stated)	2	-4	0.4	-4	0	-7	-0.2	-3	5	-3
S=C(Nc1cccc(Cl)c1Cl)Nn1cnnc1	7	/	0.9	-3	5	9	-0.7	7	2	-1
NC(=O)C1CCN(Cc2cccc(OCc3ccccc3)c2)CC1	-2	0	-0.4	4	2	-1	0.3	-5	-6	/
Cn1c(SCc2ccc([N+](=O)[O-])cc2)nnc1-c1ccncc1	2	0	-0.4	0	1	-7	-0.9	0	-1	-4
O=C(CNC(=O)C1CCCCC1)Nc1ccccc1Cl	-2	/	-1.2	10	0	4	-1.8	-7	0	-2
CCCc1nnc(SCC(=O)Nc2ccccc2Cl)n1CC1CCCO1 (configuration not stated)	-11	0	-2.9	-2	-2	6	-1.4	18	9	-2
Cc1n[nH]c(=O)c2c(NC(=O)CSc3nnc(-c4ccncc4)n3C)oc(C)c12	3	-9	-1.1	-3	3	4	-0.9	0	5	-1
Cc1ccc(N(CC(=O)N2CCc3ccccc32)S(=O)(=O)c2cccs2)cc1	-6	-15	-3.2	1	-1	-4	-1.7	-7	0	-1
NC(=O)C1CCN(c2nc(-c3ccccc3N)cs2)CC1	8	-2	1.3	2	0	-13	-0.8	7	-7	4
COC(=O)COc1ccc(C2Nc3c(Cl)ccc(C(=O)O)c3C3C=CCC32)cc1 (configuration not stated)	-1	2	-3.0	0	-1	24	/	-3	-2	-3
Cc1ccc(S(=O)(=O)NC(=NC2CCCCC2)c2ccc(Cl)cc2)cc1	-5	/	-0.1	-1	-5	-4	-0.6	-6	/	-2
O=C(CCc1ccccc1)NC(NC(=S)Nc1ccc(Cl)cc1)C(Cl)(Cl)Cl (configuration not stated)	2	/	-1.1	-4	1	23	-2.2	-2	0	-1
COc1ccc(C(=O)N/N=C/c2ccc3cccc(O)c3n2)cc1	9	-8	1.4	-2	0	-2	-4.0	-3	-2	-4
COc1ccc(CC(=O)O/N=C(\N)Cc2ccc([N+](=O)[O-])cc2)cc1	-5	0	1.3	7	5	-3	0.6	1	-7	1
COc1c(Cl)cc(Cl)cc1C(=O)Nc1ccc(CN2CCOCC2)cc1	-1	-2	1.2	-5	-2	-1	-0.3	1	/	-5
CCOc1ccc(OCCOc2ccc(/C=C/C(=O)O)cc2OCC)cc1	1	-2	-1.3	-5	-2	5	-2.0	1	-2	-2
COc1ccc(Nc2nc(N)nc(CCl)n2)cc1	-5	15	-1.3	1	-1	-11	-0.9	-2	/	/
Cn1c(=O)c(=O)n(C)c2cc(N3CCCCC3)c(NS(=O)(=O)c3ccc(Br)cc3)cc21	-5	0	/	-3	-3	2	-3.6	24	10	-4
O=C(C1CCCCC1)N1CCCc2ccccc21	-2	/	0.8	-4	-2	5	-0.2	4	-13	-5
CC1CCCCC1NC(=O)c1ccc2c(c1)OCCO2 (configuration not stated)	-9	29	-1.5	4	-1	-5	-2.9	-1	45	/
O=C(/C=C/c1ccccc1)Nc1ccc(C(=O)N2CCCCC2)cc1	-7	5	-2.0	-1	-2	-3	-1.4	2	-5	-5
Cc1cc(C)n2nc(-c3sccc3-n3c(C)ccc3C)cc2n1	-4	2	0.0	2	-2	13	0.6	-2	18	0
O=C(c1ccc2nc[nH]c2c1)N1CCN(c2ncc(C(F)(F)F)cc2Cl)CC1	-7	-2	0.9	5	6	?	1.4	8	-11	-1
Cc1cc(NC(=O)CN2C(=O)CCSc3ccccc32)no1	1	-2	-1.2	-1	3	11	0.2	0	-10	-2
Cn1c(SCc2ccc([N+](=O)[O-])cc2)nnc1-c1cccnc1	7	-3	0.6	-1	1	0	-1.5	-3	-5	0
COc1ccc(/C=N/NC(=O)CCn2nc(C)cc2C)cc1O	5	-1	-1.3	-4	-2	1	-3.1	30	3	-4
O=C(CSCc1ccccc1Cl)NCCSc1ccccn1	-6	3	-1.0	3	0	-8	-2.2	9	23	-2
O=C(Nc1ccc2c(c1)OCO2)Nc1ccc(Cl)cc1Cl	29*	/	-0.4	-2	0	1	-0.6	-1	/	-3
CCCCc1nc2cc(C(=O)N3CCC(O)CC3)ccc2o1	3	24	0.5	0	1	-4	-1.2	5	34	0
COc1ccc(S(=O)(=O)Nc2ccccc2OC)cc1C	-4	/	-0.9	-7	-3	-6	0.1	-2	-3	-3
Cc1ccc2[nH]c(C(=O)N3CCOCC3)cc2c1	-11	5	-2.6	0	1	16	-0.3	/	0	-3
Oc1ccc(Cl)cc1C(C#Cc1ccccc1)N1CCOCC1 (configuration not stated)	-6	/	1.7	3	1	10	-1.2	-32	-5	-2
CC(=O)Nc1nnc(CSCc2ccccc2F)s1	-2	28	-0.9	0	-1	-8	-1.7	8	/	/
CCn1c(C)cc(/C=C2\SC(=O)N(CC(=O)Nc3ccc(C)c(C)c3)C2=O)c1C	14	/	0.3	2	2	12	-1.5	4	/	-2
Cc1csc(NC(=O)c2cc(C)nc3ccccc23)n1	-2	1	-0.4	4	-4	-5	-1.4	3	-6	-4
CC(C)Oc1nc(-c2ccccc2O)nc2ccccc12	-1	/	2.3	1	1	12	-1.4	-9	12	/
O=C(/C=C/c1ccc(Cl)cc1Cl)N(Cc1ccc(Cl)cc1)C1CCS(=O)(=O)C1 (configuration not stated)	0	-10	-0.8	-1	2	-3	-0.4	-3	-12	-5
O=C(NC(=S)Nc1ccc(N2CCOCC2)cc1)c1cccc(Cl)c1Cl	-8	2	-1.1	4	-2	0	-2.9	-7	3	2
COc1ccc(C)cc1NC(=O)C(OC(=O)c1cnc(C)cn1)c1ccccc1 (configuration not stated)	-3	0	-1.1	-5	1	-3	-1.9	26	-12	-2
O=C(NCC1CC1)c1cccc2c1C(=O)c1ccc(-c3ccc(OC(F)(F)F)cc3)cc1S2(=O)=O	-5	-3	-2.9	-9	-1	-3	-0.5	0	-10	-1
COCCNC(=O)C(c1cccs1)N(C(=O)Cn1nnc2ccccc21)c1ccccc1 (configuration not stated)	-5	-3	0.6	0	7	-6	-1.8	-8	-9	0
CCC(=O)N1c2ccc(S(=O)(=O)CCC(=O)N3CCN(c4ccccc4)CC3)cc2CC1C (configuration not stated)	-6	/	2.4	-5	-9	10	-0.9	-4	5	2
CCCC(=O)NCCc1cc(OC)c(OC)cc1Br	0	0	-0.3	3	1	-4	-3.1	-4	5	0
O=C(NCc1ccc2c(c1)OCO2)c1nn2cccnc2c1Cl	-10	-2	1.2	-4	1	2	-2.4	-5	/	2
CCn1c(CN2CCN(c3ccc(Cl)cc3)CC2)nc2ccccc21	-12	/	-0.1	-2	-4	5	0.0	-4	/	-3
CC(C)(C)OC(=O)N1CCC[C@H]1C(=O)N/N=C/c1ccc2nccnc2c1	1	5	1.5	-7	1	3	1.3	-13	-9	-6
CN(CC(=O)Nc1sc2c(c1C#N)CCCCC2)Cc1nc2ccccc2c(=O)[nH]1	-5	-1	-1.2	-4	-3	-1	-3.2	6	-16	-5

Look-ups from the results shown:
CC(C)(C)OC(=O)N1CCC[C@H]1C(=O)N/N=C/c1ccc2nccnc2c1 in CAL PDZ FP-2 = -6
COCCNC(=O)C(c1cccs1)N(C(=O)Cn1nnc2ccccc21)c1ccccc1 (configuration not stated) in V-ATPase pH = 7

Next records follow:
SMILES	dFosB activator	Wnt act	CDK5 p35 inh	cardiac RTF act	V-ATPase pH	Tat transport	CAL PDZ FP-1	Rtt109 HAT inh	MITF TRPM1 HTS	CAL PDZ FP-2
CNC(=S)Nc1cccc(S(=O)(=O)NCc2ccco2)c1	3	-2	-0.7	-7	1	6	-0.1	-2	2	/
COc1cc(CN(C)CC2CCCN(CCc3ccc(F)cc3)C2)c(Cl)cc1O (configuration not stated)	-4	-2	0.8	-6	-3	1	0.0	7	/	0
Cc1ccc(C(=O)CCS(=O)(=O)c2ccc(Br)cc2)cc1	-2	-1	1.1	8	-4	-11	-3.0	0	13	10
CC12CCC(C(=O)O)(c3nc4cc([N+](=O)[O-])ccc4nc31)C2(C)C (configuration not stated)	-8	0	-1.1	0	-4	-21	-1.3	19	-10	-3
COc1cccc(CN(C)Cc2c(O)ccc3ccccc23)c1	-1	0	-0.2	-7	-2	-5	0.7	9	-14	-4
CCCc1cc(C(=O)Cc2ccc(F)cc2)c(O)cc1O	-8	-3	0.3	0	1	8	0.0	10	/	-17
CCCCn1c(N)c(N(CCC(C)C)C(=O)CC2CCCCC2)c(=O)[nH]c1=O	-12	-4	-0.1	-5	2	1	-0.3	2	-1	-1
Cc1ccc(S(=O)(=O)N2CCN(C(=O)c3cc(=O)c4ccccc4o3)CC2)cc1	-4	-1	0.3	3	0	2	/	-1	11	-4
CCOC(=O)c1oc2nc(CC(C)C)c3c(c2c1N)CCC3	-8	-6	-1.2	0	6	-4	0.1	4	12	/
Nc1nc2c(s1)CC(c1ccccc1)CC2 (configuration not stated)	-3	-1	1.0	3	0	-3	-0.1	10	15	8
CC(=O)Nc1ccc(C(=O)Nc2nnc(CCc3ccccc3)s2)cc1	-3	1	-5.8	5	-1	10	-0.5	-9	12	-2
Cn1cnnc1SCc1ccc(C(=O)O)cc1	3	/	1.3	2	0	-8	0.2	-10	14	-8
O=c1c2c3c(sc2nc(N2CCNCC2)n1CCc1ccccc1)CCCCC3	1	-2	-0.9	3	0	-4	-1.1	-4	/	/
Cc1ccc(NC(=O)CS(=O)CC(=O)N(c2ccccc2)C(C)C(=O)NC2CCCC2)cc1 (configuration not stated)	-4	-2	-1.3	3	-1	5	-0.4	13	6	-5
COc1ccc(/C=N/NC(=O)CCn2nnc3ccccc32)cc1	1	0	3.9	-2	0	12	-0.6	0	26	2
Cc1ccc(C(=O)Nc2ccc(N3CCN(C)CC3)nc2)cc1	-1	-1	0.3	7	-1	-2	-0.7	-14	8	-2
N#C/C(C(=O)NCc1ccccc1)=C1/N=C(NC(=O)c2cccs2)c2ccccc21	-2	-2	-0.7	2	5	-8	0.1	5	-3	-4
CCCc1nnc(NC(=O)CCC(=O)N2CCN(Cc3ccc(C)cc3C)CC2)s1	-19	-1	0.8	0	6	10	-0.6	2	-3	2
CNS(=O)(=O)c1cccc(C(=O)NCC(C)(C)N2CCCCC2)c1	0	-1	-0.7	-3	3	-8	-0.1	-3	/	/
